rTrxR1 inhibitor = rat TrxR1 inhibition; 1% of 390,000 active; O89049; AID 588453; Potency, µM (titrated, usually from 114 µM), without a hit: top-dose activity change, negative = inhibition, hits mostly inhibitors; recombinant rTrxR1, NADPH fluorescence consumption, selenite substrate; further: on the % scale 0 is the no-effect control and ±100 the full control effect; nearly all actives have a fitted effect of over 65% in size
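Rat TrxR1 (90 nM in the dispensed reagent) was pre-reduced with 400 uM NADPH for 5 min at room temperature, then incubated with compound for 15 min. After 400 uM selenite was added, NADPH fluorescence (Ex 340/Em 450 nm) was followed for 8 min.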
RGS4 inhibitor = blocks human RGS4-accelerated GTP hydrolysis | P49798 | Transcreener GDP fluorescence polarization, RGS4-accelerated GTP hydrolysis | Potency, µM (series often up to 114 µM), without a hit: at the top dose activity change, negative = inhibition, hits mostly inhibitors | 0.039% of 390,000 active; further: on the % scale 0 is the no-effect control and ±100 the full control effect; nearly all actives have a fitted effect of over 75% in size; some results filed as inactive show a strong effect at the top dose
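MLSMR compounds (23 nl, pin-transferred) preincubated 10 min at room temperature with a 500nM (2x) first reagent, then RGS4 at 900nM (2x) plus Transcreener GDP mix added; fluorescence polarization (620/688 nm) read before and after 90 min at 30 °C.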
ERG-DNA inh = blocks human ERG Ets domain binding to DNA; P11308; 0.028% of 370,000 active; Potency, µM (top dose mostly 76.9 µM), for the others: at the top dose FP activity, negative = inhibition, hits mostly inhibitors; fluorescence polarization, His-ERG Ets domain / labelled DNA; active means well fitted inhibition curve with a large enough effect in the polarisation, with a control signal flat; inconclusive means small, poorly fitted or top-dose-only effect, or effect the other way, or a change in a side signal; inactive means no such curve, though single readings can be large or run the other way; the % refers to the polarisation;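 further: polarization taken with two DNA probes labelled with fluorescein and Texas red; % of control where 0% means no effect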
Target sequence (P11308 whole entry, looked up, the tested form may be a part): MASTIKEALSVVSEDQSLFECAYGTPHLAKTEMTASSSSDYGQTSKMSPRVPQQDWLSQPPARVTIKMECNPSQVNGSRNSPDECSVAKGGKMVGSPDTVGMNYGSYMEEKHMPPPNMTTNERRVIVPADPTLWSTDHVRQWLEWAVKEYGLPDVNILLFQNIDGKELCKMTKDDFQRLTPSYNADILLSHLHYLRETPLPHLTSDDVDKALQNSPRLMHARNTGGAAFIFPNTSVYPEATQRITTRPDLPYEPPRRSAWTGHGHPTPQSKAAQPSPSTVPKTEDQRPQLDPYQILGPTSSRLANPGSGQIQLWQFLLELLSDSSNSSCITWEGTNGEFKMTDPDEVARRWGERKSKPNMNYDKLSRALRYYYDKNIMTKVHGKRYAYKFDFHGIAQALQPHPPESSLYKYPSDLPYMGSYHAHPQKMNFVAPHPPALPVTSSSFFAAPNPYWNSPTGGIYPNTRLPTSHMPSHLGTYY
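His-tagged ERG Ets domain (1 uM in the protein solution; 300mM KCl, 50mM Tris-HCl, 1mM EDTA, 1mM DTT, pH 7.5) received compound, then a probe mix of 5 nM fluorescein-DNA and 100nM Texas-615-DNA. Fluorescence polarization was read for both dyes.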
HP1b binding inh = HP1-beta chromodomain-methylated histone interaction inhibition. P83916. AlphaScreen HP1-beta / biotin-H3K9me3 peptide binding. Potency, µM (titrated, usually from 114 µM), inactives show at the highest dose activity change, negative = inhibition, hits mostly inhibitors. 0.56% of 390,000 active. AID 540317; further: nearly all actives have a fitted effect of over 70% in size; inactives centre near 23
Target sequence (P83916 whole entry, looked up): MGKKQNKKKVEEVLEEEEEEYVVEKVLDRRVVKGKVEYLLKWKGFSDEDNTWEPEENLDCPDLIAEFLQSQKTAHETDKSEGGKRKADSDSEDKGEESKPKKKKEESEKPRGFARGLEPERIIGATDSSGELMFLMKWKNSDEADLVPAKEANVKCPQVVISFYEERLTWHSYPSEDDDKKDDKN
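AlphaScreen: HP1-beta (50 nM) preformed 30 min with biotin-H3(1-18)K9me3 peptide (50 nM) in PBS pH 7.4, 0.01% Tween-20. Compound added for 30 min at RT, then streptavidin donor/nickel chelate acceptor beads (10 ug/mL) for 30 min.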
Tb PGK inh = inhibitors of T. brucei phosphoglycerate kinase; PGK/GAPDH coupled, Kinase-Glo luminescence, 60 min; Potency, µM (top dose mostly 57.5 µM), without a hit: at the top dose activity change, negative = inhibition, usual class: inhibitors; AID 602233; 0.043% of 380,000 active; further: on the % scale 0 is the no-effect control and ±100 the full control effect; nearly all actives have a fitted effect of over 60% in size
Target sequence (P07378 whole entry, looked up): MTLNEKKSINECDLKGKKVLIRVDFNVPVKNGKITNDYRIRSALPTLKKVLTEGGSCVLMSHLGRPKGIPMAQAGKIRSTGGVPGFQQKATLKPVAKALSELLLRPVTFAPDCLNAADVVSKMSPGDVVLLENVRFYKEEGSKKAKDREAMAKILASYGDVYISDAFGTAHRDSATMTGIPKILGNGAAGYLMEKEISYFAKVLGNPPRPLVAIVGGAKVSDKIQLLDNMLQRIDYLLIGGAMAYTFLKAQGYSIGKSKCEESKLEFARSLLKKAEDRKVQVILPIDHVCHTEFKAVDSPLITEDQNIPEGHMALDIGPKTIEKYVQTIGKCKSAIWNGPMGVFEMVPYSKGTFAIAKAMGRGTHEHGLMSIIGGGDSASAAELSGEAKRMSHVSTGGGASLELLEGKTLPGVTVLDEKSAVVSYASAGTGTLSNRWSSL
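Luminescent ATP detection (Kinase-Glo Plus) follows a 60-minute room-temperature incubation, with wells lacking PGK as controls. Buffer: 100 mM TEA (pH 7.6), 5 mM MgCl2, 0.01% Tween-20. Coupling enzyme GAPDH (100 nM final) supplies unstable 1,3-BPG in-well.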
GLS inh = glutaminase GLS (human) inhibition; Potency, µM (titrated, usually from 45.5 µM), without a hit: at the top dose activity change, negative = inhibition, usual class: inhibitors; GLS enzymatic activity, qHTS titration; 0.21% of 410,000 active; O94925; AID 624170; further: on the % scale 0 is the no-effect control and ±100 the full control effect
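Coupled fluorescence readout: glutamate oxidase/HRP/Amplex Red detect glutamate formed by hKGA from L-glutamine (1 mM solution added). Buffer 45 mM KH2PO4 pH 8.2, 0.02% Tween-20; reads at t0 and 30 min RT.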
12-LOX inh = inhibitors of human 12S-lipoxygenase ALOX12; Potency, µM (doses to about 108 µM), inactives show top-dose activity change, negative = inhibition, most hits filed as inhibitors; P18054; 1.1% of 580,000 active; purified 12hLO, xylenol orange hydroperoxide absorbance; further: on the % scale 0 is the no-effect control and ±100 the full control effect
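Purified human 12hLO at 150 nM in 25 mM Hepes, 0.01% Triton X-100, pH 7.0, preincubated 15 min at room temperature with compound. Reaction started with 40 uM arachidonic acid, 30 min at room temperature. Hydroperoxide measured by Fe-xylenol orange, 573/405 nm absorbance ratio.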
JMJD2A Tudor = inhibitors of human JMJD2A Tudor domain | AID 504339 | Potency, µM (highest dose often 114 µM), for inactives: at the highest dose activity change, negative = inhibition, usual class: inhibitors | AlphaScreen JMJD2A-Tudor / H3K4me3 peptide binding | O75164 | 4.4% of 390,000 active; further: on the % scale 0 is the no-effect control and ±100 the full control effect; nearly all actives have a fitted effect of over 50% in size
Pin1 inhibitor = inhibitors of human Pin1 | 0.009% of 390,000 active | Potency, µM (doses to about 115 µM), for the others: top-dose activity, negative = inhibition, most hits filed as inhibitors | AID 504891 | Pin1 FP peptide displacement, HiFluor488, 10 min; active means well fitted inhibition curve with a large enough effect in the polarisation, with a control signal flat, not every such curve was filed as active; inconclusive means small, poorly fitted or top-dose-only effect, or effect the other way, or a change in a side signal; inactive means no such curve, though single readings can be large or run the other way; the % refers to the polarisation; further: on the % scale 0 is the no-effect control and ±100 the full control effect
* hit, by the source's call; i = inactive; ? = inconclusive; · = not tested or not shown; & = joins results of further samples; [ ] = remark or other dose. Unless noted, the call rests on the fitted dose curve; in most records, active means well fitted curve in the direction sought with a large enough effect; inconclusive means small, poorly fitted or top-dose-only effect, or another doubt; inactive means no such curve, though single readings can be large; an effect the other way counts as inactive or inconclusive. Potency means the concentration at half of the fitted maximal effect. A portion of the library. The share of hits here may be higher or lower than overall.

SMILES | rTrxR1 inhibitor | RGS4 inhibitor | ERG-DNA inh | HP1b binding inh | Tb PGK inh | GLS inh | 12-LOX inh | JMJD2A Tudor | Pin1 inhibitor
Cc1c(NC(=O)C(C)OC(=O)c2cccc(S(=O)(=O)N3CCOCC3)c2)c(=O)n(-c2ccccc2)n1C (stereo not given) | 0.9% | -7.9% | 2.8% | 33.5%[activator] | -1.0% | 2.8% | 1.7% | 12.6% | 0.1%
CCNC(=S)NNC(=O)C(c1ccccc1)c1ccccc1 | 4.7% | 6.6% | · | 28.6% | i | 12.9% | 3.3% | 4.2% | -1.4%
CC(C)(C)C(=O)Nc1sc2c(c1C#N)CCC2 | 8.9%[57.1 µM] | -28.7% | -5.8% | -7.9% | 4.5% | 0.0% | 4.4% | -14.1% | 1.3%
O=C(Nc1ccccc1)Nc1cccc2cccnc12 | -0.7% | 11.0% | -5.2% | 23.4% | -0.4% | 3.0% | -22.3% | -12.8% | 0.8%
O=C(COc1ccccc1)Nc1ccc2nc(SCCOc3ccccc3)sc2c1 | 16.5% | 2.1% | 7.2% | 62.1%[activator] | -5.9% | -10.6% | -9.7% | -11.3% | 10.3%
Cc1nn2c(C)c(C(=O)Nc3ccccc3)cnc2c1-c1ccccc1 | 5.7% | -6.1% | 2.2% | -15.0% | -4.7% | -4.9% | 150.6%[activator] | -27.0% | ?
Cc1nnc(NC(=O)CSc2ncnc3c2cnn3-c2ccccc2C)s1 | 11.8% | 5.8% | · | 25.3% | · | 0.5% | -5.8% | -16.6% | 2.1%
O=C(/C=C/c1ccc(N2CCC(c3ccccc3)=N2)cc1)c1ccccc1 | ? | ? | 117.2%[activator] | 104.0%[activator] | -6.4% | -5.9% | ? | 40.0%[activator] | ?
CCCCCn1c(=O)[nH]c2cc(C(=O)NCc3ccccn3)ccc2c1=O | 15.7% | -15.1% | 2.4% | 11.2% | -4.2% | -10.0% | 13.9% | ? | 16.8%
O=C(NCCCC1CCCC1)C1CCC(=O)N(Cc2ccccc2F)C1 (stereo not given) | 8.8% | -2.4% | -9.3% | 42.6%[activator] | -2.0% | -0.6% | 10.5% | 2.8% | -3.8%
O=c1c(Oc2ccccc2)coc2cc(O)cc(O)c12 | -9.4% | -25.6% | -3.0% | 19.5% | -3.7% | 14.2% | -26.7% | -11.6% | -2.2%
CC1(c2ccccc2Cl)NC(=O)N(CC(=O)NC(=O)NCc2ccco2)C1=O (stereo not given) | 5.7%[57.1 µM] | 37.6% | -1.3% | -0.6% | -6.3% | -18.7% | -11.9% | -29.5% | -4.3%
Cc1c(OCC(=O)N[C@@H](Cc2ccccc2)C(=O)O)ccc2c3c(c(=O)oc12)CCC3 | -4.7% | 15.2% | -7.6% | 13.5% | 0.3% | 5.9% | -16.1% | -12.9% | -0.1%
COC(=O)CCC(=O)N1CCCC(CO)(Cc2ccccc2)C1 (stereo not given) | 17.0% | ? | -2.5% | 7.0% | · | 10.7% | -5.0% | -11.8% | -2.8%
CC(C)c1nc(SCC(=O)Nc2ccc(N3CCOCC3)cc2)c2ccccc2n1 | 2.5% | -36.6% | 1.9% | 36.6%[activator] | -1.7% | 0.4% | -6.3% | -6.4% | -10.8%
Nc1nc(-c2ccccc2)nn1S(=O)(=O)c1ccccc1 | -16.1% | 31.4% | 7.2% | 24.3% | 3.3% | 2.2% | -5.6% | -10.3% | -4.5%
CN(Cc1cn(-c2ccccc2)nc1-c1ccc(Cl)cc1)C(=O)CCC(=O)O | 18.6% | 15.2% | 5.5% | 30.0% | 6.1% | 13.8% | -8.4% | 10.6%[57.1 µM] | -7.9%
COc1cccc(CNc2nc3nc(C)c(Cl)c(=O)n3[nH]2)c1 | 16.4% | 2.2% | 20.5% | 84.1%[activator] | 2.1% | -2.4% | 0.0% | 8.3% | -1.4%
CCC(=O)N1CCN(c2ccc(Cl)cc2NC(=O)c2ccc(Br)o2)CC1 | -9.9% | -26.3% | 2.2% | 49.9% | -1.1% | -4.1% | -21.2% | -6.0% | 0.2%
COc1ccccc1-c1ccc(/C=N/O)o1 | 18.0%[57.1 µM] | -14.7% | 4.7% | 1.2% | -2.2% | -18.2% | 0.0% | -22.4% | 3.7%
C=CC[C@@H](CC(=O)NCCO)C(=O)NC[C@H](OC(=O)[C@@H](CC=C)CC(=O)OC(C)(C)C)c1ccccc1 | 20.9% | 3.0% | -2.2% | 10.5% | i | -1.9% | 0.0% | -23.6% | -1.4%
CC1CCC/C(=N\NC(=O)c2ccncc2)C1 (stereo not given) | 30.5% | -8.5% | -9.3% | 27.2% | -1.3% | 22.6% | 3.2% | -6.9% | -3.8%
COc1ccc2oc(C(=O)N3CCN(c4ncccn4)CC3)c(C)c2c1 | 9.7% | -8.8% | -11.7% | 27.0% | -4.0% | 6.6% | 498.1%[activator] | 1.3% | -2.2%
COc1ccccc1CCNC(=O)CSc1ccc(-c2ccco2)nn1 | ? | -59.7% | -0.4% | 46.6%[activator] | -8.3% | -3.9% | 11.0% | -17.4% | -2.5%
COc1ccccc1/C=N\Nc1cn[nH]c(=O)c1Cl | 2.4%[57.1 µM] | -6.5% | 1.6% | 21.8% | i | 7.0% | -5.3% | -14.4% | -2.3%
Cc1ccccc1C1c2[nH]c3ccccc3c2C[C@H]2C(=O)N(C3CC3)CC(=O)N12 (stereo not given in full) | 6.1% | -26.4%[56.9 µM] | -4.3% | 17.7% | -1.7% | -8.3% | -29.7% | -35.6% | -2.5%
Cc1ccc2ccc3c(c2n1)NS(=O)(=O)c1ccc(C(F)(F)F)cc1-3 | -14.0% | -13.7% | · | 17.3% | · | · | · | -24.0% | -21.6%
COC(=O)C1CCN(c2cc(Cl)nc(N)n2)CC1 | 16.9%[57.1 µM] | -18.2% | 9.1% | 34.2% | -2.6% | -0.1% | -5.5% | 8.2% | 3.6%
O=C(c1ccc(COc2ccccc2)o1)N1CCN(S(=O)(=O)c2ccccc2Cl)CC1 | -5.6% | -12.4% | -2.1% | 42.5%[activator] | -1.3% | -2.8% | 39.2%[activator] | -4.7% | 13.3%
CCCOc1ccc(NC(=O)CNC(=O)c2cc(OC)cc(OC)c2)cc1OCCC | 0.9% | 2.6% | -1.8% | 31.4% | · | 2.9% | ? | -24.8% | 0.2%

The final two entries of the part before open the next one.
SMILES | rTrxR1 inhibitor | RGS4 inhibitor | ERG-DNA inh | HP1b binding inh | Tb PGK inh | GLS inh | 12-LOX inh | JMJD2A Tudor | Pin1 inhibitor
O=C(c1ccc(COc2ccccc2)o1)N1CCN(S(=O)(=O)c2ccccc2Cl)CC1 | -5.6% | -12.4% | -2.1% | 42.5%[activator] | -1.3% | -2.8% | 39.2%[activator] | -4.7% | 13.3%
CCCOc1ccc(NC(=O)CNC(=O)c2cc(OC)cc(OC)c2)cc1OCCC | 0.9% | 2.6% | -1.8% | 31.4% | · | 2.9% | ? | -24.8% | 0.2%
CCOc1ccc(C(=O)Nc2ccc3oc(-c4cccc5ccccc45)nc3c2)cc1 | 55.9%[activator] | 13.8% | -0.7% | 5.6% | -3.9% | -8.6% | -19.0% | -15.4% | ?
CCOC(=O)c1sc2nc(C)nc(Nc3ccc(OC)c(OC)c3)c2c1C | 14.3%[57.1 µM] | 9.4% | 6.4% | 28.3% | -0.7% | -1.1% | -2.4% | -7.5% | 22.3%
Nc1c(-c2cccc(Cl)c2)cnn1-c1cccc([N+](=O)[O-])c1 | -9.7% | 22.6% | -0.6% | -34.5% | 1.3% | 1.9% | 3.1% | ? | -9.5%
Cc1ccc(CN2CCN(/N=C/c3cc(Br)ccc3F)CC2)cc1 | -8.3% | -11.6% | 4.3% | -1.0% | i | -20.9% | 8.1% | ? | 0.2%
COc1ccccc1OCC(=O)OC/C(O)=C(\C#N)c1nc2ccccc2[nH]1 | 8.1% | -17.9% | 0.8% | 38.7% | -6.7% | -4.3% | 0.9% | -4.4% | ?
CCCCC(=O)Nc1ccc(C(N)=O)cc1 | 2.4% | 26.2% | -14.8% | 3.2% | -3.7% | 8.5% | 0.0% | -13.2% | -1.5%
CN(NC(=O)COc1ccccc1)C1=NS(=O)(=O)c2ccccc21 | -27.1% | 15.5% | -0.6% | 48.4%[activator] | 5.6% | 11.0% | 1.4% | -11.6% | -7.3%
Cc1cc(NC(=O)C(C)SCC(=O)OCc2ccc(Cl)cc2Cl)no1 (stereo not given) | 42.4%[activator] | 6.2% | -11.2% | 62.7%[activator] | 0.0% | 3.2% | -7.2% | 18.9% | -1.1%
CC1CCc2nc3ccccc3c(C(=O)OCC(=O)NC3CCS(=O)(=O)C3)c2C1 (stereo not given) | 13.6%[57.1 µM] | -14.7% | -21.4% | 29.6% | -2.0% | -0.7% | -0.8% | -19.6% | 8.2%
Clc1ccc(-c2csc(NNC3=NCCCCC3)n2)cc1 | -0.6%[57.1 µM] | -29.3% | 8.2% | -26.1% | -8.5% | 20.4% | ? | ? | 1.8%
CC1=Nc2ccccc2N=C(NC(=O)CSC(=S)N2CCN(C)CC2)C1c1ccccc1 (stereo not given) | 4.7%[57.1 µM] | -33.9% | -2.8% | 14.9% | -6.5% | 4.1% | 424.8%[activator] | -14.9% | -2.9%
CCCN(CCC)C(=O)C1CCCN(S(=O)(=O)c2ccc3c(c2)oc(=O)n3C)C1 (stereo not given) | 15.0%&11.1% | 7.9%&-1.5% | 8.7%&-0.8% | 29.1%&30.2% | 9.5%&-9.2% | -2.0%&7.1% | -14.2%&-16.9% | -3.5%&-10.6% | 7.4%&-1.4%

Screens from PubChem.
